# CCHF vOTU inh = CCHFV vOTU protease inhibition; AID 651958; actives 0.55% (n = 370,000); Pep-AMC fluorescence; inhibition, % at 11.5 µM; in the data active = inhibition above about 30%; also: 0% = vehicle wells with enzyme and 100% = no enzyme wells
# TcdB GH inh = inhibitors of Clostridioides difficile toxin B glycohydrolase; TcdB glycohydrolase enzymatic assay, plate reader; inhibition, % at 9.99 µM; actives 0.24% (n = 350,000); AID 652162; in the data active = inhibition above about 10%
# SSB-PriA inh = K. pneumoniae PriA-SSBct interaction inhibition; AlphaScreen SSBct-PriA binding, biotinylated peptide; inhibition, % at 33 µM; actives 0.6% (n = 430,000); AID 1272365; in the data active = inhibition mostly above about 37%, no sharp cut-off; inactive = mostly below about 20%;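 also: plate controls were negative control peptide for no effect and reference peptide for full effect; strong numbers were not always called active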
# Vc quorum ag = quorum light induction in luxS cqsA deficient V. cholerae. AID 588436. V. cholerae BH1578 lux reporter, luminescence, 6 h. actives 0.16% (n = 350,000). activation, % at 18.7 µM; in the data active = activation mostly above about 9.7%, no sharp cut-off; inconclusive = no clear call, values can overlap the other calls; inactive = mostly below about 3.7%; also: not every result past the cut was called active; inactives centre near 0; reference of the scale not given here
# PrPC surface inh = inhibitors of human cell surface prion protein PrPC; P04156; TR-FRET read-out; inhibition, % at 13.8 µM; actives 0.43% (n = 370,000); AID 720596; in the data active = inhibition above about 24%; also: 0% = median of the test wells and 100% = reference compound wells
# Rv3671c inh = inhibitors of M. tuberculosis serine protease Rv3671c | inhibition, % at 5.96 µM | P9WHR9 | actives 0.048% (n = 320,000); in the data active = inhibition above about 38%;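 also: extracellular domain of Rv3671c used as enzyme; 0% = enzyme with DMSO and 100% = no enzyme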
# Target sequence (P9WHR9 whole entry, looked up, the tested form may be a part): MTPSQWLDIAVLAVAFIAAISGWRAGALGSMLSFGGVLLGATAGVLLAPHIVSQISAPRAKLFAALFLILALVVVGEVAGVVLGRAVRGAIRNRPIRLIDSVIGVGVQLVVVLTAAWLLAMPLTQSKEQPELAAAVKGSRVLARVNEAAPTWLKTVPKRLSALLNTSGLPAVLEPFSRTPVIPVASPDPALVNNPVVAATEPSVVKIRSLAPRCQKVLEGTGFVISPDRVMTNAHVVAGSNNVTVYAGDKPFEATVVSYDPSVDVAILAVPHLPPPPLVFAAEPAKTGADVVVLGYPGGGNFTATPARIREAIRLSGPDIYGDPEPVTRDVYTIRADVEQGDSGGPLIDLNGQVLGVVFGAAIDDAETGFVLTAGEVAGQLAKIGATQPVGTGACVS
# 3CLpro inhibitor = SARS-CoV 3CLpro protease inhibition | P0C6X7 | recombinant SARS-CoV 3CLpro, quenched FRET peptide cleavage | actives 0.14% (n = 290,000) | inhibition, % at 6 µM; in the data active = inhibition above about 12%
# MazEF act = increases E. coli MazEF RNase cleavage of RNA | actives 0.32% (n = 350,000) | FAM/BHQ RNA-DNA oligo cleavage fluorescence, 5 h | P0AE70 | activation, % at 20 µM | AID 504720; in the data active = activation above about 50%
# Target sequence (P0AE70 whole entry, looked up): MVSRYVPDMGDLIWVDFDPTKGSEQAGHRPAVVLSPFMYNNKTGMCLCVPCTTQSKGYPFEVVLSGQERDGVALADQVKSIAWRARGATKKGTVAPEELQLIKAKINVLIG
# Yp Topo-I inh = inhibitors of Yersinia pestis topoisomerase I | Y. pestis Topo-I cleavage product accumulation, plate reader | AID 504884 | actives 0.064% (n = 360,000) | activity, % at 10 µM; in the data active = activity above about 50%, passing the limit was not always enough; inconclusive = no clear call, values can overlap the other calls; also: inactives centre near 2
# VHR inh abs = inhibitors of human VHR1 phosphatase (DUSP3) | P51452 | recombinant VHR phosphatase, pNPP absorbance | inhibition, % at 13.3 µM | actives 0.52% (n = 290,000); in the data active = inhibition above about 50%; also: some compounds called inactive have numbers as strong as hits
# Target sequence (P51452 whole entry, looked up): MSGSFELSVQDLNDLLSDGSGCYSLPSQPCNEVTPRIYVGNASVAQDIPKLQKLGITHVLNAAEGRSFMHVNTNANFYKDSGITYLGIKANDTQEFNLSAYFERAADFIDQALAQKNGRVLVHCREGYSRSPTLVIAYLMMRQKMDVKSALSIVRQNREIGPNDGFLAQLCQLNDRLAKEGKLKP
# An asterisk follows results filed as active; i = inactive; ? = inconclusive; / = not tested or not shown; & = joins results of further samples.
smiles,CCHF vOTU inh,TcdB GH inh,SSB-PriA inh,Vc quorum ag,PrPC surface inh,Rv3671c inh,3CLpro inhibitor,MazEF act,Yp Topo-I inh,VHR inh abs
CCOC(=O)C1=C(COC(=O)c2ccccc2[N+](=O)[O-])NC(=O)NC1C (configuration not stated),-4,0.4,-3,-0.7,2,-1,/,2,8,/
CCOc1ccc(S(=O)(=O)N2CCCCC2)cc1NC(=O)C1CCC1,3,0.6,-5,-1.1,2,2,/,2,8,/
Cc1cc(O)c(C(C[N+](=O)[O-])c2ccc(Cl)cc2)c(=O)o1 (configuration not stated),9,-2.7,0,i,-3,9,0,-15,-3,6
Cc1ccc(C(C)C)cc1OCC(=O)Nc1nnc(C2CC2)s1,5,0.1,-4,0.0,-4,-11,/,5,5,/
O=S(=O)(c1ccc(Br)cc1)c1nc(-c2ccccc2)oc1NCc1cccnc1,-14,/,-3,0.1,-1,-6,-1,2,0,-24
O=C(NCC1CCCO1)NC1(C(F)(F)F)Oc2ccccc2O1 (configuration not stated),-17,/,-4,-0.3,0,1,-1,0,3,17
COC(=O)C1(O)CC(CC(C)C)=NN1C(=O)c1ccccc1 (configuration not stated),-14,/,-17,4.2,3,2,3,11,-3,24
CCc1noc(C)c1C(=O)N1CCN(c2ccc([N+](=O)[O-])cc2)CC1,20,1.6,/,0.4,-31,/,/,14,-5,/
COc1ccc(CNC(=O)Nc2cc(C)cc(C)c2)cc1,-6,0.8,-13,i,-6,5,6,3,-3,-13
CC(C)c1ccc(OCC(=O)NC2=NCCS2)cc1,-15,/,-2,i,-1,1,0,7,3,-8
CCN(CC)c1ccc(C=NN2CCCCCC2)cc1,5,0.5,-5,i,-5,/,/,4,13,/
Cc1cc(Br)ccc1OCCOCCN1CCCC1,-3,1.8,0,i,6,-1,0,7,1,35
O=C(Nc1ccc(Br)cc1)c1cnccn1,-10,/,0,2.1,-21,4,-2,20,6,14
CC1CC2C3CCC4=CC(=O)CCC4(C)C3CCC2(C)C1(O)C(=O)CO (configuration not stated),13,1.8,-13,0.9,-6,/,/,-1,3,/
COC(=O)c1csc2c(C(F)(F)F)cc(N3CCN(C(=O)Nc4ccccc4)CC3)nc12,-14,1.0,-6,i,-2,-5,3,-22,-6,12
C[C@H](CO)N1C[C@H](C)[C@@H](CN(C)C(=O)c2ccccn2)Oc2cc(Br)ccc2S1(=O)=O,-16,1.4&1.1,/,1.1,-7,/,/,5,0,/
COc1ccc(NC(=O)COc2ccccc2Cc2ccccc2)cc1S(=O)(=O)N1CCOCC1,11,1.1,-9,-0.5,0,/,/,3,?,/
CSc1ccc(CN(C)C(=O)c2cc(Cl)c3c(c2)OCCO3)cc1,-5,0.3,0,-0.3,0,3,3,6,26,10
CCN1C(=O)N(C)[C@@H](c2ccccc2)C(C(C)=O)=C1C,4,0.2,15,-11,3,1,/,3,-6,/
Cc1ccc(-c2csc(NC(=O)C3=COCCO3)n2)cc1C,-4,1.9,-2,i,5,0,/,/,10,/
COc1ccccc1CNS(=O)(=O)c1ccc2c(c1)CC(C)N2C(=O)C1CCC1 (configuration not stated),6,0.8,-5,-0.2,10,9,-5,5,29,2
Cc1[nH]nc(N)c1N=Nc1ccc(Br)cc1,1,0.7,/,/,9,-1,3,/,/,26
COc1cc(/C=N/NS(=O)(=O)c2ccc3ccccc3c2)ccc1OCc1ccc(C(=O)O)cc1,25,0.3,i,-0.4,2,-11,7,-10,7,13
O=C(Nc1ccccc1)c1[nH]ncc1[N+](=O)[O-],-13,/,-12,-0.6,-9,-14,1,3,-3,27
Cc1ccc(S(=O)(=O)NCCc2c[nH]c3ccccc23)cc1,-5,1.0,8,-0.3,0,-3,-3,2,10,40
Cc1ccc(CNC(=O)CN2CCCC(C)C2)cc1 (configuration not stated),0,-2.1,-13,i,-1,-2,1,4,-6,35
CN(C(=O)CSc1nnc(Cc2cccs2)n1C1CC1)C1CCS(=O)(=O)C1 (configuration not stated),-12,1.3,-4,-0.3,3,/,/,2,3,/
c1ccc(N=C(c2cccs2)N2CCOCC2)cc1,5,/,-4,i,3,1,1,3,0,-5
CCC(NC(=O)NNC(N)=S)(C(F)(F)F)C(F)(F)F,5,0.0,0,-0.2,7,-6,0,4,2,5
O=C(NCc1ccccc1)C1=C[C@@H](c2ccc3c(c2)OCO3)C[C@@H](OCCCCO)O1,-5,-0.6&0.1,2,-2.4,-7,3,/,4,11,/

# Among those listed so far, 3 have a thiophene ring, fused or not.
smiles,CCHF vOTU inh,TcdB GH inh,SSB-PriA inh,Vc quorum ag,PrPC surface inh,Rv3671c inh,3CLpro inhibitor,MazEF act,Yp Topo-I inh,VHR inh abs
COC(=O)c1csc2c(C(F)(F)F)cc(N3CCN(C(=O)Nc4ccccc4)CC3)nc12,-14,1.0,-6,i,-2,-5,3,-22,-6,12
CN(C(=O)CSc1nnc(Cc2cccs2)n1C1CC1)C1CCS(=O)(=O)C1 (configuration not stated),-12,1.3,-4,-0.3,3,/,/,2,3,/
c1ccc(N=C(c2cccs2)N2CCOCC2)cc1,5,/,-4,i,3,1,1,3,0,-5

# (further entries)
smiles,CCHF vOTU inh,TcdB GH inh,SSB-PriA inh,Vc quorum ag,PrPC surface inh,Rv3671c inh,3CLpro inhibitor,MazEF act,Yp Topo-I inh,VHR inh abs
COC(=O)c1[nH]c2ccccc2c1NC(=O)c1ccccc1F,4,1.7,-1,-0.4,2,-5,0,2,2,29
Cc1cccc(/C=N/NC(=O)NC23CC4CC(CC(C4)C2)C3)n1,-10,1.1,i,-0.6,12,-3,-7,7,12,13
CCOc1ccc(N(CC(=O)NC2CCC(C)CC2)S(=O)(=O)c2c(C)noc2C)cc1 (configuration not stated),4,0.5,-6,-11,7,-19,5,6,19,-14
O=C(c1ccc2nc(-c3ccco3)c(-c3ccco3)nc2c1)N1CCC2(CC1)OCCO2,/,/,6,0.8,/,-24,/,4,4,7
COc1cc(CN2CCN(Cc3ccc(SC)cc3)CC2)cc(OC)c1O,-5,-0.4,-3,-0.5,-4,6,0,-3,4,11
CC(=O)c1ccc(S(=O)(=O)Nc2cccc(-c3cn4c(n3)SCC4)c2)cc1,-5,-0.4,3,-1.1,8,5,7,-2,2,-2
O=C(c1ncn[nH]1)N1CCN(c2nc(-c3ccccc3)cs2)CC1,8,/,14,-5.9,-5,3,-1,0,5,10
CC(=O)Nc1cccc(C(=O)NC2CCCc3c2cnn3-c2ccc(C(C)(C)C)cc2)c1 (configuration not stated),13,2.4,2,-1.7,3,-28,4,2,27,-9
COc1ccccc1CNC(=O)COC(=O)c1c(C)nn(-c2ccccc2)c1Cl,5,0.2,-14,0.7,3,-2,2,-8,34,0
O=C(COC(=O)c1cc(Br)ccc1Cl)NC(=O)NCc1ccccc1,2,0.3,-1,i,-4,8,-1,8,0,-15
CC(=O)c1cccc(NC(=O)C(C)OC(=O)CCc2nc3ccccc3c(=O)[nH]2)c1 (configuration not stated),8,2.3,-2,/,-4,-5,/,-12,-5,/
Cc1ccc(S(=O)(=O)N/N=C2/CC(=O)CC(C)(C)C2)cc1[N+](=O)[O-],-2,-1.8,/,-0.5,-6,-10,1,-2,2,-8
Cc1c(C(=O)N2CCCCC2)c(S(=O)(=O)NCc2ccccc2Cl)c(C)n1C,-3,0.9,4,-0.2,9,-1,1,9,6,2
CN(C(=O)c1cccc(NC(=O)Cc2ccc(NC(=O)C3CCCN(C(=O)C4CCCCC4)C3)cc2)c1)C1CCCCC1 (configuration not stated),0,1.7,8,i,11,/,/,-11,22,/
COCCCNC(=O)CSc1nc2ccccc2c(=O)n1CCCN1CCCCC1,-13,0.8,2,-0.6,-5,5,-1,10,-5,44
COc1ccccc1N(CC(=O)NC1CCCCC1)C(=O)CCC(=O)Nc1nccs1,-3,1.0,4,-1.3,-7,-5,1,0,5,14
CCOC(=O)C(C)Sc1cc(CS(=O)(=O)c2ccccc2)nc(-c2ccccc2)n1 (configuration not stated),5,/,-11,-1.9,5,-9,2,-7,7,21
O=S(=O)(C=C(c1ccccc1)c1ccccc1)c1ccccc1,2,/,-19,-0.4,-1,-11,0,4,38,3
Cc1c(C(=O)N2CCCC2)sc(NC(=O)c2ccco2)c1C#N,3,/,-6,/,-7,5,-2,-6,7,-5
Cc1ccc(CC(CC(=O)Nc2cccc(C(F)(F)F)c2)C(=O)O)cc1 (configuration not stated),16,0.3,-6,-0.1,3,-8,2,5,-1,12
C=CCNC(=O)NC(=O)COC(=O)c1cccnc1SC,10,/,-10,i,3,-8,2,-1,0,26
Cc1c([N+](=O)[O-])cc(C(=O)Nc2ccc(NC(=O)c3ccco3)cc2)cc1[N+](=O)[O-],18,-0.2,-4,-0.3,-11,-15,-5,25,0,10
C#CCOCCOCCOCCNc1nc(N2CCN(C(=O)CCCCCCCCCCNC(=O)[C@H]([C@@H](C)CC)n3cc(CCCCN=C(N)N)nn3)CC2)nc(N2CCN(C(=O)CCCCCCCCCCNC(=O)[C@@H]([C@H](C)O)n3cc(C)nn3)CC2)n1,/,1.0,10,-0.4,/,-26,/,-121,9,/
Cc1ccc(C2=Nc3ccccc3N=C(c3ccc([N+](=O)[O-])cc3)C2)c(O)c1,-15,/,-4,4.9,-2,1,0,7,0,1
O=C(NCc1ccc2c(c1)OCO2)C12CC3CC(CC(C3)C1)C2,9,/,-12,i,2,-1,-3,-10,20,-10
CC(C)(C)N(Cc1ccccc1)C(=O)COC(=O)C1CC(=O)N(Cc2ccccc2)C1 (configuration not stated),8,0.3,3,-0.3,-9,/,/,5,-1,/
O=C(COC(=O)c1ccccc1Cl)NC(=O)NCc1ccccc1,4,-0.3,6,-2.1,-3,1,4,-8,17,7
O=C(O)c1ccc2cccc(Cl)c2c1O,-1,/,-2,i,8,-6,1,5,-5,-2
CSCCC(NC(=O)c1ccccc1)C(=O)Nc1ccncc1 (configuration not stated),18,0.4,-9,1.9,4,1,/,6,-2,/
CCN(CC)C(=O)Oc1ccc(Cl)c2ccccc12,-5,/,-66,i,-1,0,0,-7,23,5

# (continued)
smiles,CCHF vOTU inh,TcdB GH inh,SSB-PriA inh,Vc quorum ag,PrPC surface inh,Rv3671c inh,3CLpro inhibitor,MazEF act,Yp Topo-I inh,VHR inh abs
Cc1cc(=O)oc(C)c1C(=O)NCC(C)C,-6,0.4,-6,-0.6,5,-2,-1,0,-1,2
CCCn1c(SCC(=O)N2CCCCC2)nc2c1c(=O)n(C)c(=O)n2C,15,0.8,-6,-0.9,10,3,6,5,7,14
CCOCCCn1c(SCC(=O)N2CCOCC2)nc2ccccc2c1=O,6,1.2,-14,-0.8,-9,1,0,8,-2,7
Cc1cc(Oc2ccccc2)nc(N2CCOCC2)n1,7,/,-20,i,0,5,-2,-7,5,20
CC(=O)c1ccc(N2CCN(C(=O)Nc3cccc(F)c3)CC2)cc1,13,-1.2,-5,-0.4,7,2,0,-15,12,20
N#CCCN(C(=O)COC(=O)c1cccc(S(=O)(=O)Nc2ccc([N+](=O)[O-])cc2)c1)c1ccccc1,12,-1.3,2,i,-2,6,2,-2,21,-7
CCCCCCCN1C/C=C\C(c2ccc(OC)cc2)N(Cc2ccc(F)cc2)C(=O)[C@H]1Cc1ccccc1 (some centres not stated),/,/,-14,i,/,-3,/,-8,9,15
CCOc1cc(CO)cc(Br)c1OCC(=O)Nc1ccccc1C,3,-2.9,2,i,6,-5,4,4,9,26
Cc1cc(NC(=O)NC(C)(C(F)(F)F)C(F)(F)F)no1,2,0.3,-12,-0.2,3,-5,-2,-1,-1,17
Cc1ccc(C)c(-c2csc(N)c2C(=O)OC(C)C)c1,14,/,8,i,-3,2,5,4,35,6
COc1ncccc1C(=O)NC1CCCc2c1cnn2-c1ccc(C)c(C)c1 (configuration not stated),19,-1.0,-3,0.2,-1,4,-4,7,31,42
CCOC(=O)N1CCN(CC(=O)Nc2cc(C)nn2-c2nc3ccccc3s2)CC1,-11,0.2,-11,-10,1,-1,-5,3,3,-4

# These rows are one share of the data, so the mix of outcomes need not match the whole.
